Bioassay records deposited in PubChem BioAssay by National Center for Advancing Translational Sciences (NCATS).
Rhodamine fluor – compound fluoresces in the rhodamine spectral region. Rhodamine-region fluorescence, 547/598 nm, Tris buffer; hits give high values. max dye-equivalent concentration, M. 59,000 tested, 0.05% active. AID 594; in the data active = max dye-equivalent concentration above about 11 nM; inconclusive = between about 1.1 nM and that limit
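Compound fluorescence in 100 mM Tris, pH 8.0, read after 15 min at room temperature with 547 nm excitation and 598 nm emission. Output is dye-equivalent concentration from an on-plate rhodamine standard series.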
Fluorescein fluor – compound fluoresces in the fluorescein spectral region; Compound autofluorescence, 480/540 nm, fluorescein-equivalent; hits give high values; max fluorescein-equivalent concentration, M; 59,000 tested, 0.91% active; in the data active = max fluorescein-equivalent concentration above about 10 nM; inconclusive = between about 1.1 nM and that limit
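Compounds were pin-transferred into 100 mM Tris buffer, pH 8.0, and incubated 15 min at room temperature. Fluorescence was read at 480 nm excitation/540 nm emission. Signals were normalized to an on-plate six-point fluorescein standard curve as dye-equivalent concentration.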
TexasRed autofl – Texas Red region autofluorescence | Compound fluorescence, Texas Red channel, 547/618 nm; hits give high values | max dye-equivalent concentration, M | 59,000 tested, 0.06% active | AID 587; in the data active = max dye-equivalent concentration above about 10 nM; inconclusive = between about 1.1 nM and that limit
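Pin-transferred compounds and Texas Red standards go into 100 mM Tris buffer, pH 8.0. After 15 min at room temperature, plates are imaged with 547/618 nm filters. Each value is a dye-equivalent concentration derived from the per-plate dye curve.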
FLuc inh – blocks Photinus pyralis firefly luciferase activity. P08659. 72,000 tested, 2.2% active. purified firefly luciferase, luminescence, 8 min. AID 411. Potency, µM (titrated, usually from 57.1 µM), without a hit: top-dose activity change, negative = inhibition, usual class: inhibitors; active = well fitted inhibition curve with a large enough effect; inconclusive = small, poorly fitted or top-dose-only effect; also: potency is read from the fitted curve at half-maximal effect; % is scaled to controls: 0 for no effect and ±100 for the full control effect; nearly all actives have a fitted effect of over 40% in size
Target sequence (P08659 whole entry, looked up): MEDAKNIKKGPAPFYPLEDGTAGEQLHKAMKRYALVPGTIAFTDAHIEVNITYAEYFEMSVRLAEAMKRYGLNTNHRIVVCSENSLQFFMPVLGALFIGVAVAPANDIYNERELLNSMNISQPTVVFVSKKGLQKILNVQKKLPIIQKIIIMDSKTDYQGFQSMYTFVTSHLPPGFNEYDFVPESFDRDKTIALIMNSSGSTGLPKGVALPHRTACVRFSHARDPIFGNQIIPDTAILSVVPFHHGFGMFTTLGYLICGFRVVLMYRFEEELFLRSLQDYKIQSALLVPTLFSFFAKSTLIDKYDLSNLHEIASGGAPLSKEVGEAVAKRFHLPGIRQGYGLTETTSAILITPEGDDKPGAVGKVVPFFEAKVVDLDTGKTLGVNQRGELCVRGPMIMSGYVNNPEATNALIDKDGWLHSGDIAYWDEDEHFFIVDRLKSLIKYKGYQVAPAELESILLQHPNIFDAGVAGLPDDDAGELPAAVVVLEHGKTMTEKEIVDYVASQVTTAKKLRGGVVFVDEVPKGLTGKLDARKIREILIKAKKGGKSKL
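Titration-based qHTS; buffer 50 mM imidazole pH 7.2, 50 mM KCl, 7 mM MgCl2, 10 uM ATP, 0.01% Tween 20, 0.05% BSA; luciferase/luciferin detector mix added after compound; 8 min, ambient; luminescence.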
The depositor's hits bear a star; i = inactive; ? = inconclusive; [ ] = remark or other dose. A portion of the library; the hit share may differ from the screen's.

The opening five entries, ahead of the listing:
Molecule | Rhodamine fluor | Fluorescein fluor | TexasRed autofl | FLuc inh
CCCOc1ccccc1C(=O)NCCCC(=O)O | i | ? | i | 3%[25.5 µM]
CC(C)CC(=O)Nc1ncnc2c1C(=O)CC(C)(C)C2 | i | i | i | -6%[25.5 µM]
COCCNc1oc(-c2ccc(F)cc2)nc1C#N | i | i | i | -4%[25.5 µM]
CCCCOC(=O)CSC1=C(C#N)C(c2ccccc2OC)C(C#N)C(=O)N1 (stereo not drawn) | i | ? | i | 2%[25.5 µM]
Cc1cc(CC(=O)O)c(C)cc1CC(=O)O | i | ? | i | 2%[25.5 µM]

Results, from the first entry:
Molecule | Rhodamine fluor | Fluorescein fluor | TexasRed autofl | FLuc inh
CCCOc1ccccc1C(=O)NCCCC(=O)O | i | ? | i | 3%[25.5 µM]
CC(C)CC(=O)Nc1ncnc2c1C(=O)CC(C)(C)C2 | i | i | i | -6%[25.5 µM]
COCCNc1oc(-c2ccc(F)cc2)nc1C#N | i | i | i | -4%[25.5 µM]
CCCCOC(=O)CSC1=C(C#N)C(c2ccccc2OC)C(C#N)C(=O)N1 (stereo not drawn) | i | ? | i | 2%[25.5 µM]
Cc1cc(CC(=O)O)c(C)cc1CC(=O)O | i | ? | i | 2%[25.5 µM]
COC(=O)C(NC(C)=O)(Nc1nc2ccc(S(C)(=O)=O)cc2s1)C(F)(F)F (stereo not drawn) | i | i | i | 2%[25.5 µM]
CCOC(=O)c1[nH]c2ccc(C)cc2c1N | i | ? | i | 0%[25.5 µM]
Cc1ccc(/C=N/n2nnnc2N)o1 | i | ? | i | -2%[25.5 µM]
CN1C(=O)N(c2ccccc2)C(Nc2nncs2)C1(C)C (stereo not drawn) | i | i | i | 1%[25.5 µM]
CC1(C)Cc2c(C#N)c(OCC(=O)c3ccc(Cl)cc3)nc(-c3ccoc3)c2CO1 | i | i | i | 1%[25.5 µM]
CCO/C(C)=N/n1c2nc3ccccc3nc2c2c(=O)n(CC(C)C)c(C)nc21 | i | i | i | 0%[25.5 µM]
CSC1=C(C#N)C(C)CC(=O)N1 (stereo not drawn) | i | i | i | 2%[25.5 µM]
COc1cc(C2C(C(C)=O)=C(O)C(=O)N2c2ccc(Br)cn2)ccc1O (stereo not drawn) | i | i | ? | -8%[25.5 µM]
Nc1nonc1-c1noc(N2CCOCC2)n1 | i | ? | i | 1%[25.5 µM]
CCOC(=O)CSC1=C(C#N)C(c2ccc(C)cc2)C(C(=O)OC)C(=O)N1 (stereo not drawn) | i | i | ? | 0%[25.5 µM]
COc1ccccc1C(=O)N1CCCC1(C#N)c1ccccc1 (stereo not drawn) | i | i | i | 1%[25.5 µM]
Cc1ccc(N2C(=O)CC(N(O)C3CC(=O)N(c4ccc(C)cc4)C3=O)C2=O)cc1 (stereo not drawn) | i | i | i | 2%[25.5 µM]
COc1cccc(CNc2ccc(Br)cn2)c1O | i | i | i | 5µM*
CCOC(=O)c1c(C)n(C)c2ccc(OC)c(NC(=O)CN3CCCCC3)c12 | i | ? | i | 1%[25.5 µM]
O=S1CCCSC1c1cccnc1 (stereo not drawn) | i | i | i | 1%[25.5 µM]
COCCOCCOCCC(=O)NC1CC2CCC1(C)C2(C)C (stereo not drawn) | i | i | i | 1%[25.5 µM]
Cc1coc2c(O)cc3c(c12)OC1(N2CCCCC2)C(=O)NCCCC31 (stereo not drawn) | i | ? | i | -1%[25.5 µM]
CCOC(=O)c1[nH]c2ccc(Br)cc2c1NC(=O)CNC | i | i | i | 0%[25.5 µM]
COc1ccc(C(CC(=O)N2CCOCC2)C(C)C)cc1 (stereo not drawn) | i | ? | i | 3%[25.5 µM]
CCNc1nc(NC(C)C)nc(N(C#N)C(C)C(=O)N(C)C)n1 (stereo not drawn) | i | i | i | -3%[25.5 µM]
CCn1nc(NC(=O)c2ccco2)c2cc3ccccc3nc21 | i | ? | i | -2%[25.5 µM]
COC(=O)c1ccc(OC(=O)c2ccc(OC)c(OC)c2)c(OC)c1 | i | i | i | 0%[25.5 µM]
COc1ccc(C(O)C(CN2CCOCC2)c2ccccc2)cc1 (stereo not drawn) | i | i | i | 0%[25.5 µM]
CCCSc1nc(N2CCOCC2)c2c(c1C#N)CCCC2 | i | i | i | 1%[25.5 µM]
COc1ccccc1N1CCN(C(=O)c2c(C)cc(=O)oc2C)CC1 | i | i | i | 2%[25.5 µM]
CCOC(=O)c1cc2c(=O)n3cccc(C)c3nc2n(CCc2ccccc2)c1=N | i | i | i | 1%[25.5 µM]
CCCCOC(=O)c1[nH]c(C)c(C(=O)OC)c1C | i | i | i | -29%[25.5 µM]
COc1ccc(Nc2cc(C)nc3ccccc23)cc1 | i | i | i | 2%[25.5 µM]
O=c1c(C=NCCCn2ccnc2)c(-c2ccccc2)[nH]n1-c1nc2ccccc2s1 | i | ? | i | -21%[25.5 µM]
Cc1ccc(SCc2nnc(N)s2)cc1 | i | i | i | -4%[25.5 µM]
Cc1cc(C)nc(N(C#N)S(=O)(=O)c2ccccc2Cl)n1 | i | i | i | 1%[25.5 µM]
CC(C)Cc1nc(N2CCOCC2)c(C#N)c2c1CCC2 | i | i | i | 0%[25.5 µM]
Cc1nc2sc3c(c2c(=O)o1)CC(C)(C)OC3 | i | i | i | 3%[25.5 µM]
CN(C)CCCNCCCCNC(=O)/C=N/O | i | i | i | 1%[25.5 µM]
Cc1ccc(-n2nc3cc(Cl)c(NC(=O)c4ccco4)cc3n2)cc1 | i | i | i | -4%[25.5 µM]
CCCCCc1nc2sc3c(c2c(=O)n1N)CCC3 | i | i | i | 1%[25.5 µM]
Cc1cc(N2C(=O)C(=O)/C(=C(/O)c3ccc(F)cc3)C2c2ccc(F)cc2)no1 (stereo not drawn) | i | i | i | 3%[25.5 µM]
CC1CN(C2CCN(S(=O)(=O)c3ccc4ccccc4c3)CC2)CC(C)O1 (stereo not drawn) | i | i | i | 1%[25.5 µM]
Cc1cc(C)n(CC(=O)N2c3ccccc3Sc3ccccc32)n1 | i | i | i | 1%[25.5 µM]
COCCn1c(N)c(C(=O)NCC2CCCO2)c2nc3ccccc3nc21 (stereo not drawn) | i | i | i | 0%[25.5 µM]

Continuation:
canonical_smiles,Rhodamine fluor,Fluorescein fluor,TexasRed autofl,FLuc inh
O=C(Nc1cccnc1)c1cccnc1,i,i,i,0%[25.5 µM]
N#CCSc1nc2c(cc1C#N)CCCCCC2,i,?,i,-2%[25.5 µM]
CCOC(=O)C1CCN(c2nc3ccccc3nc2C(C#N)C(=O)NCCc2ccccc2)CC1 (stereo not drawn),i,2.3e-08M*,i,2%[25.5 µM]
CC(NC(=O)NCCCC(=O)O)(C(F)(F)F)C(F)(F)F,i,i,i,1%[25.5 µM]
N/C(CCN1CCCCC1)=N/O,i,?,i,1%[25.5 µM]
Cc1cc(C)nc(NC2=NCC(=O)N2c2ccc(Cl)cc2)n1,i,i,i,1%[25.5 µM]
CC(NC(=O)Nc1ccc(O)cc1)(C(F)(F)F)C(F)(F)F,i,i,i,-4%[25.5 µM]
CN1CCCN(C(c2ccccc2)c2ccc(Cl)cc2)CC1 (stereo not drawn),i,?,i,0%[25.5 µM]
CC1(C)NC(=O)N(CC(O)Cn2nnc3ccccc32)C1=O (stereo not drawn),i,i,i,1%[25.5 µM]
CN1C2C=C3C(C#N)=C(N)C(C#N)(C#N)[C@@H](c4cccs4)C3C1CC2 (stereo partly drawn),i,?,i,1%[25.5 µM]
O=C1C(=O)N(CCCn2ccnc2)C(c2ccccn2)/C1=C(/O)c1ccccc1 (stereo not drawn),i,i,i,0%[25.5 µM]
O=C(Nn1cnnc1)C(c1ccccc1)c1ccccc1,i,i,i,1%[25.5 µM]
Cc1nc(Nc2ncc3c(n2)CCCC3=O)nc2ccccc12,i,?,i,1%[25.5 µM]
Fc1cnc(N2CCOCC2)nc1NCc1ccccc1,i,i,i,2%[25.5 µM]
N#CC12CCCCC1CC1CCCCC1(C#N)N2Cc1ccccn1 (stereo not drawn),i,i,i,1%[25.5 µM]
Cc1ccc(-c2nnc(-c3ccccc3)o2)cc1Br,i,i,i,-9%[25.5 µM]
CCN(CC)c1ccc(C2Nc3cccc4cccc(c34)N2)c(O)c1,i,?,i,-29%[25.5 µM]
CCC(=O)Nc1cccc(-c2nnc(SCC(=O)NCc3ccco3)n2C)c1,i,?,i,1%[25.5 µM]
COc1cc([C@@H]2[C@H]3CN(C)CC=C3C(C#N)=C(N)C2(C#N)C#N)cc2c1OCO2,i,1.1e-08M*,i,0%[25.5 µM]
COC(=O)C(NC(C)=O)(Nc1nc2c(s1)CCCC2)C(F)(F)F (stereo not drawn),i,i,i,2%[25.5 µM]
C=C(c1ccc(OCCO)cc1)c1ccc(OCCO)cc1,i,i,i,-2%[25.5 µM]
CCc1ccc2c(c1)C(C)=CC(C)(C)N2,i,?,i,0%[25.5 µM]
Cc1cc(C)n(Cc2cc(C)c(Cn3nc(C)cc3C)cc2C)n1,i,i,i,1%[25.5 µM]
Cc1cc(O)c(C(C)C)cc1N=C1CSC(=O)N1,i,?,i,-2%[25.5 µM]
CC(=O)C1=C(O)C(=O)N(Cc2cccnc2)C1c1ccccc1Cl (stereo not drawn),i,i,i,1%[25.5 µM]
Cc1nc(-c2coc3cc(OCC(=O)O)ccc3c2=O)cs1,i,i,i,4µM*
COCCCNc1nc(-c2ccncc2)nc2ccccc12,i,i,i,0%[25.5 µM]
CCCCCC(=O)N1CC2(C)CN(C(=O)CCCCC)CC(C)(C1)C2=O,i,i,i,-1%[25.5 µM]
CCCSc1nc(C)c(CC(=O)OCC)c(=O)[nH]1,i,i,?,1%[25.5 µM]
COc1ccc(/C(O)=C2/C(=O)C(=O)N(CCCN(C)C)C2c2ccco2)cc1Cl (stereo not drawn),i,?,i,0%[25.5 µM]
CCOC(=O)C1=C(N)c2ccccc2CC1C(C)C (stereo not drawn),i,i,i,0%[25.5 µM]
COCc1[nH]nc2c1C(c1cccc(OC)c1)C(C#N)=C(N)O2 (stereo not drawn),i,i,i,1%[25.5 µM]
FC(F)(F)c1cccc(-n2cccc2/C=N/n2cnnc2)c1,i,i,i,-1%[25.5 µM]
Cc1cc(=O)oc(C)c1C(=O)N1CCN(Cc2ccc3c(c2)OCO3)CC1,i,?,i,1%[25.5 µM]
Cc1cc(NCC2CCCO2)n2c(nc3ccccc32)c1C#N (stereo not drawn),i,i,i,-2%[25.5 µM]
CC(C)Cn1nc(NC(=O)C(C)(C)C)c2cc3ccccc3nc21,i,i,i,-3%[25.5 µM]
CC1CCc2cc(F)cc3c(O)c(C(=O)NCC4CCCO4)c(=O)n1c23 (stereo not drawn),i,i,i,2%[25.5 µM]
CC(=O)OC12CC3CC(C1)C(=NO)C(C3)C2,i,i,i,-2%[25.5 µM]
OC1(c2cccc(C(F)(F)F)c2)CCN(c2ncnc3c2[nH]c2ccccc23)CC1,i,?,i,-1%[25.5 µM]
Cc1cccc(-n2ncc3c(NCc4ccco4)ncnc32)c1,i,?,i,-20%[25.5 µM]
COc1ccccc1N(Cc1cc2cccc(C)c2[nH]c1=O)C(=O)C(C)C,i,?,i,1%[25.5 µM]
O=C(CN1CCc2[nH]c3ccccc3c2C1)N1CCCCC1,i,i,i,1%[25.5 µM]
COc1ccc(-c2nc3n(c2Br)CCC3)cc1,i,?,i,13µM*
O=C(Nc1ccc(N2CCN(C(=O)c3ccccc3)CC2)c(Cl)c1)c1ccc(Br)o1,i,?,i,-1%[25.5 µM]
CC(C)(S)[C@@H](N)C(=O)O,i,?,i,-1%[25.5 µM]
CCCc1cc(-c2nc(N)ncc2-c2ccc3c(c2)OCCCO3)c(O)cc1OC,i,?,i,-1%[25.5 µM]
CCOC(=O)NC1(C(F)(F)F)C(=O)NC(C)=C1C#N (stereo not drawn),i,i,i,-1%[25.5 µM]
